# Screening data from PubChem.
# Tat transport: E. coli Tat export inhibitors, primary screen, MC4100, TorA-mCherry reporter, fluorescence, single point; 0.036% of 340,000 active; AID 488895, 2010; inhibition, % at 10 µM;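 active = mean replicate inhibition at least 50% and at least half of replicates individually reaching 50%; inconclusive = only one of the two criteria met; inactive = neither criterion met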;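 also: exported cargo escapes ClpAP degradation while cytoplasmic cargo is degraded and loses fluorescence; 0% = median of neutral control wells and 100% = median of NaSCN control wells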
# Mot1-301 SUMO: yeast Mot1-301 growth rescue at high temperature, primary screen, SUMOylation pathway inhibitor project, S. cerevisiae, ATP luminescence, 38.5C. 1% of 320,000 active. growth rescue, % at 18.8 µM. S. cerevisiae Mot1-301 growth rescue; percent above DMSO median, 100 means doubled;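 active = every valid replicate shows activation above 250% relative to neutral control wells; inactive = the rest, any valid replicate at or below 250%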;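 also: OY570 slx delta 5 strain wells were the positive control but not used for scaling; some compounds called inactive have numbers as strong as hits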
# Ecoli viability: E. coli V3065 growth inhibition, primary screen, counter-screen for AddAB inhibitor project, absorbance, OD600 | 0.27% of 330,000 active | AID 449728, 2010 | 18 h | inhibition, % at 11.9 µM;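 active = inhibition above the campaign's mean inhibition across all tested compounds plus 3 SD, cut at about 9.9% in these data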;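 also: uninfected addAB+ strain grown without phage in ampicillin broth; 0% = DMSO wells and 100% = ciprofloxacin 0.95 µg/ml wells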
# HTR5A inv ag: HTR5A inverse agonists in luminescence cell assay, primary screen, counter-screen for OPRM1-OPRD1 heterodimer inverse agonist project, full-deck HTS. HTR5A cell line, inverse agonism. inhibition, % at 9.3 µM. 0.083% of 340,000 active. AID 504634, 2011; in the data active = inhibition mostly above about 23%, no sharp cut-off; inactive = mostly below about 18%;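 also: 0% = cells with DMSO and 100% = no-cell wells with DMSO; some compounds called inactive have numbers as strong as hits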
# Target sequence (P47898 whole entry, looked up): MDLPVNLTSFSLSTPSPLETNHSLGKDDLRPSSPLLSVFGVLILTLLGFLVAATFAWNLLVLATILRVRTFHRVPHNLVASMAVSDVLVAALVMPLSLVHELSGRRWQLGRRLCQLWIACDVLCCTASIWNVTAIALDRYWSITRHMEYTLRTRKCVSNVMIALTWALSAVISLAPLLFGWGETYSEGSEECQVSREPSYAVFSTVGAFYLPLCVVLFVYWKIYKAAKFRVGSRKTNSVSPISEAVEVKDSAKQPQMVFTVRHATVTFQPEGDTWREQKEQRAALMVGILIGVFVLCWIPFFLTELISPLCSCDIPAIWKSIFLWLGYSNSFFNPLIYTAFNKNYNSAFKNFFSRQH
# OPRM1-OPRD1 inv: inverse agonists of MOR-DOR heterodimerization, primary screen, cell-based, luminescence. cell-based MOR-DOR heterodimer luminescence, inverse agonism. Mu-type opioid receptor (Homo sapiens) + Delta-type opioid receptor (Homo sapiens), …. inhibition, % at 9.3 µM. 0.21% of 340,000 active; in the data active = inhibition above about 22%, passing the limit was not always enough;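 also: 0% = cells with DMSO and 100% = wells without cells with DMSO; values of inactives mirror those of a sister screen read the other way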
# MOR-DOR ag: agonists of OPRM1-OPRD1 heterodimerization, primary screen, cell-based, luminescence; Mu-type opioid receptor (Homo sapiens) + Delta-type opioid receptor (Homo sapiens), …; AID 504326, 2011; activation, % at 9.3 µM; cells; 0.3% of 340,000 active; in the data active = activation above about 18%;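 also: 0% = vehicle-treated cells and 100% = reference agonist; values of inactives mirror those of a sister screen read the other way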
# PfHsp90 set2: growth inhibition of PfHsp90-expressing yeast, primary screen, antimalarial PfHsp90 inhibitor project, S. cerevisiae, BacTiter-Glo luminescence, single point, set 2; inhibition, % at 9.4 µM; 0.32% of 310,000 active; BacTiter-Glo ATP, 48 h; yeast lacking PDR1 and PDR3 efflux regulators; AID 504621, 2011;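 active = every replicate shows inhibition above about 80%, whatever the replicate mean, limit read from the data; inconclusive = mean inhibition reaches the set limit but some replicate falls short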;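 also: 0% = DMSO neutral controls and 100% = 20 µM radicicol positive controls; yeast relying on Plasmodium falciparum Hsp90 in place of its own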
# AddAB inh: growth inhibition of E. coli expressing H. pylori AddAB, primary screen, AddAB inhibitor project, absorbance | inhibition, % at 11.9 µM | 0.29% of 330,000 active | AID 435030, 2010; in the data active = inhibition above about 12%;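 also: 0% = vehicle wells of infected cells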
# phage Ecoli inh: growth loss of phage-infected E. coli, primary screen, RecBCD inhibitor project, absorbance, with phage, HTS; inhibition, % at 11.9 µM; 0.26% of 360,000 active; AID 651602, 2012; in the data active = inhibition above about 11%
# PKA-R2B act: activators of PKA-R2B holoenzyme, primary screen, biochemical, fluorescence polarization, Cy5-IP20, human; PKA-R2B holoenzyme dissociation; R2B truncated from residue 108, S112A mutant; 0% DMSO only, 100% 113 µM cGMP; cAMP-dependent protein kinase catalytic subunit beta (Homo sapiens) + cAMP-dependent …; activation, % at 11.4 µM; 0.079% of 340,000 active;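 active = activation above a cutoff set at the mean over all compounds plus 3 SD, cut at about 18% in these data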;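 also: higher means more holoenzyme dissociation and a rise in polarization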
# Target sequence (P31323 whole entry, looked up, other chains not shown, the tested form may be a part): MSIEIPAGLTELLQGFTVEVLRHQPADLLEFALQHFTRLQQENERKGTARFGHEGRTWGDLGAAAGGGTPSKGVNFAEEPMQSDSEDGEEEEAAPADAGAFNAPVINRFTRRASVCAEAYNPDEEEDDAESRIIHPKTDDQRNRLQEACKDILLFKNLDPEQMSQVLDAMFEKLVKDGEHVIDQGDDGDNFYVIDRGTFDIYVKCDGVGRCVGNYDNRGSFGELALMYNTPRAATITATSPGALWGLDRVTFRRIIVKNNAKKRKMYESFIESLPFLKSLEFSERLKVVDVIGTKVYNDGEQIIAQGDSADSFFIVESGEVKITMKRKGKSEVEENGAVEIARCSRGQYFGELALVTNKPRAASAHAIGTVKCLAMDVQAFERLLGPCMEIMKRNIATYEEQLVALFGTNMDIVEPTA
# PKA-R1A activ: activators of PKA-R1A holoenzyme, primary screen, biochemical, fluorescence polarization, Cy5-IP20, bovine R1A, mouse PKAc; PKA-R1A dissociation; scaled: DMSO 0%, 113 µM cGMP 100%; activation, % at 11.4 µM; 0.083% of 340,000 active; AID 504707, 2011;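 active = percent activation above the mean of all tested compounds plus 3 SD, cut at about 19% in these data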;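 also: higher means more PKAc released from R1A so a rise in polarization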
# Active calls of the source: *; ? = inconclusive; / = not tested or not shown. An unsorted share of the library, and some 2.2% of all compounds hit somewhere here.
SMILES,Tat transport,Mot1-301 SUMO,Ecoli viability,HTR5A inv ag,OPRM1-OPRD1 inv,MOR-DOR ag,PfHsp90 set2,AddAB inh,phage Ecoli inh,PKA-R2B act,PKA-R1A activ
O=C(CN1C(=O)c2ccccc2S1(=O)=O)Nc1ncc(Cl)cc1Cl,1,13,-1.0,15,1,-0.1,20,0.3,3.0,-8,1
O=C(O)CCCN1C(=O)c2ccc(Oc3cccc([N+](=O)[O-])c3)cc2C1=O,-4,-11,-1.6,-10,3,-0.6,0,0.1,3.0,0,3
Cc1ccc(Nc2nnc(C(C)(C)C)c(=O)n2N)cc1,-5,0,1.6,5,14,-2.3,16,1.1,3.7,-2,-9
S=C(Nc1ccc(Br)cc1)N1CCCC1,-7,98,1.2,0,0,0.1,-43,7.6,3.0,6,-4
CC(C)(C=O)Cc1cc(C(C)(C)C)c(O)c(C(C)(C)C)c1,-7,-5,0.0,-9,-64,12,-1,0.2,2.9,1,5
C=C1C(O)C[C@@H](C(C)C)N(CC(C)C)S1(=O)=O (stereo partly specified),-6,/,/,3,13,-2.4,8,/,2.0,3,4
CCC1(c2ccccc2)NC(=O)N(CC(=O)N(C)CC(=O)Nc2ccc(F)c(F)c2F)C1=O (stereo unspecified),0,609*,2.2,-33,4,-0.6,-12,3.1,-0.7,4,0
NS(=O)(=O)c1ccc(NC2=CC(c3ccc([N+](=O)[O-])cc3)N(c3ccc(S(N)(=O)=O)cc3)C2=O)cc1 (stereo unspecified),0,5,0.0,3,25,-4.9,-9,1.4,-0.8,-5,-1
Cc1nc(Nc2ccccc2O)c2oc3ccccc3c2n1,0,-17,/,1,9,-1.7,2,/,0.7,-8,-7
Cc1ccc2ncnc(Oc3ncccc3NC(=O)C(C)(C)C)c2c1,-6,-20,-0.8,15,6,-1.3,-1,-0.7,0.5,-5,2
COc1cc(CN2CCC(C(=O)NCC(C)(C)CN(C)C)CC2)ccc1OCc1ccccc1,2,2,0.0,7,3,-0.5,-4,0.0,-1.0,0,-3
CCOC(=O)c1[nH]c(C)c(C(=O)NCc2ccc(C)cc2)c1C,6,-7,0.2,15,9,-1.8,/,5.9,2.0,-3,2
Cc1cc(C(=O)Nc2cccc3cccnc23)ccc1[N+](=O)[O-],-2,8,0.3,3,-12,1.7,18,0.7,3.8,-11,-4
COc1ccc(OC)c(NC(=O)Cc2nn(C)c(=O)c3ccccc23)c1,-4,111,0.4,8,6,-1.2,8,-0.6,1.8,-2,-9
CC(=O)Nc1cccc(-c2nc3ccccc3c(=O)o2)c1,-1,-14,-0.6,-11,-5,0.8,-3,0.2,3.8,-5,4
CN(CC#CC1(O)c2ccccc2-c2ccccc21)Cc1ccccc1,-1,12,1.5,-5,7,-1.3,-2,7.6,3.9,-7,6
Cc1cc(NC(=S)N(Cc2ccc(Br)cc2)Cc2ccc(C(=O)O)cc2)ccc1Cl,-7,-4,0.7,-34,11,-2.5,-41,-0.4,3.2,-4,-19
CC[C@]12c3[nH]c4ccc(OC)cc4c3CCN1C(=O)C(CC(=O)NCCN1CCOCC1)C[C@@H]2C(=O)N1CCN(C(=O)c2ccco2)CC1 (stereo partly specified),4,/,-0.9,4,18,-3.7,3,0.6,2.4,-3,-6
O=C(CSc1nnc2scc(-c3ccc(F)cc3)n12)NCc1ccco1,-4,-6,-0.3,-21,-20,3.9,-4,1.6,2.4,1,6
COc1ccc(N2CCN(c3ccnc4cc(Cl)ccc34)CC2)cc1,-10,-7,-0.5,7,-18,3.4,2,1.3,0.3,5,-2
CCCCn1c(N)c(N(CCC(C)C)C(=O)CSc2nncn2-c2ccccc2)c(=O)[nH]c1=O,-19,/,-0.7,7,-8,1.9,6,0.3,1.8,3,-2
COc1ccc(CNC(=O)c2c(C)cc(=O)oc2C)cc1OC,-1,23,0.7,8,9,-1.6,-3,-4.8,4.2,5,1
CC1(C)CC(=O)C(C(=O)/C=C/NCCc2ccccc2)C(=O)C1,-5,45,-0.8,-26,-12,2.5,12,2.4,-1.3,-17,4
O=c1[nH]cc([N+](=O)[O-])cc1Br,-13,-16,5.0,-4,19,-3.6,-16,0.6,1.0,12,3
CCC(C)(C)n1nnnc1C(c1cc2cc(C)cc(C)c2[nH]c1=O)N1CCN(Cc2ccc3c(c2)OCO3)CC1 (stereo unspecified),-2,/,/,2,6,-1.2,18,/,-1.4,-1,7
Cc1noc(C)c1COc1ccccc1C(=O)NCCOc1ccccc1,-6,/,/,23,2,-0.3,-27,/,0.6,-3,3
Cc1cccc(S(=O)Cc2ccc(C(=O)NC3CCN(Cc4ccccc4)CC3)o2)c1 (stereo unspecified),3,21,0.7,-16,-2,0.3,5,4.4,0.0,-2,3
COc1ccc(N2C(=O)C3CCCN3C2c2cccc(OC)c2)cc1 (stereo unspecified),-1,-8,-0.7,5,0,0.1,-11,3.6,0.6,-6,5
NS(=O)(=O)c1ccc(CCNCc2cccnc2)cc1,12,-23,-0.9,15,11,-2.4,-5,1.8,2.2,-1,-7
COc1ccc(-n2nnc3c(=O)n(Cc4cccc(C)c4)cnc32)cc1,-4,-14,-1.7,12,-1,0.1,-19,4.3,3.8,-6,-2
CCOC(=O)C1CCN(C(=O)Nc2ccc(Cl)cc2Cl)CC1,9,-4,2.7,12,5,-0.8,-16,1.4,1.5,-10,7
CCOc1ccc2nc(NCCNC(=O)C(C)(C)C)c(C)cc2c1,-10,-20,1.5,-1,2,-0.4,15,0.1,1.9,-2,3
NS(=O)(=O)c1ccc(NC(=O)c2ccc(S(=O)(=O)N3CCc4ccccc43)cc2)cc1,-5,-4,-0.8,-10,6,-0.9,/,-1.7,3.8,-11,-8
O=C(Cc1csc(-c2cccc(Cl)c2)n1)Nc1cccc(S(=O)(=O)NC2=NCCC2)c1,-1,0,0.5,2,6,-1.0,-2,-1.2,1.6,5,1
Cc1ccccc1C(=O)NNC(=O)C1CC(=O)N(Cc2ccccc2)C1 (stereo unspecified),-2,-9,0.8,-20,7,-1.1,/,1.8,3.0,13,11
Cc1cc(=O)[nH]c(SCC(=O)NC2CCCCCCC2)n1,-1,-4,1.1,17,4,-1.0,-1,0.3,1.4,0,-7
COc1ccc(C2C(C(=O)c3cccs3)=C(O)C(=O)N2Cc2cccnc2)cc1OC (stereo unspecified),-5,22,0.1,-6,11,-2.4,-10,0.5,1.6,-4,0
O=C(CSC1=NCCS1)N1CCOCC1,5,-19,-3.7,-11,14,-2.6,14,0.5,1.1,0,5
NC(=O)C1CNc2ccccc2O1 (stereo unspecified),-5,-8,-0.2,11,7,-1.6,9,2.7,2.1,-7,-2
O=C(Cc1ccc([N+](=O)[O-])cc1)Nc1ccc(C(=O)N2CCOCC2)cc1,11,0,-1.3,-9,5,-0.9,/,-0.4,3.0,5,-6
COC(=O)c1ccc(C2=NOC(C)(c3nnc(-c4cccc(Cl)c4)o3)C2)cc1 (stereo unspecified),9,0,-1.3,12,16,-2.8,15,-2.2,0.2,-10,-2
CCOc1ccc(-c2nnc(SCC(=O)N3CCNC3=O)o2)cc1,-4,-4,-1.3,-12,12,-3.1,4,0.8,0.4,-3,3
CCC(C(=O)NC1C(=O)N2C(C(=O)O)=C(CSc3nnc(C)s3)CSC12)c1ccccc1 (stereo unspecified),-3,50,-0.2,3,4,-0.8,19,0.5,4.2,-11,-2
CC(=O)C[C@H](O)CC(=O)[C@H]1OC(=O)[C@@H](C)C/C=C\Cc2ccccc21,-2,/,-0.4,-2,15,-3.3,1,2.5,1.8,-9,-4
COCCCNC(=O)Cn1cc(/C=C(\C#N)C(=O)N2CCN(c3ccccc3)CC2)c2ccccc21,-2,-1,-0.6,25,3,-0.5,-2,2.1,2.2,-13,-2
CCN(CC)CC(=O)c1c[nH]c2ccc(OC)cc12,?,-5,-0.9,-16,-24,4.7,-13,0.7,2.7,-6,4
O=[N+]([O-])c1ccc(Cl)c(/C=N/N2CCN(C3c4ccccc4-c4ccccc43)CC2)c1,4,/,/,6,-1,0.2,/,/,0.2,9,-7
COC(=O)c1ccc(CNC(=O)c2ccc(COc3ccccc3)cc2)cc1,9,10,-0.5,-3,-4,0.7,-16,3.0,2.7,-1,-4
CSc1cccc(NS(=O)(=O)c2ccc3c(c2)CCN3C(C)=O)c1,-2,12,-2.1,8,2,-0.5,-14,-3.0,1.8,-7,-3
CCCc1nc2ccccc2c(=O)n1/N=C/c1c(C)[nH]n(-c2ccc(C)cc2)c1=O,18,17,-3.4,-6,4,-0.8,42,0.3,0.5,-3,-11
O=C(CSc1nnc(-c2cccnc2)n1Cc1ccco1)Nc1nc(-c2ccc(F)cc2)cs1,9,-2,-1.5,9,-7,1.4,-6,-0.6,2.1,-3,-5
CCN1C(=O)N[C@@H](c2cccs2)C(C(C)=O)=C1C,-12,-2,-1.1,-12,9,-1.5,-2,-1.8,-2.5,-4,-23
C[C@H](CO)N1C[C@H](C)[C@@H](CN(C)Cc2ccc(C(=O)O)cc2)Oc2c(NC(=O)c3ccncc3)cccc2C1=O,1,-15,0.1,2,0,0.0,5,3.4,1.4,-2,0
CCc1ccc(/C=C/C(=O)C2C(=O)c3ccccc3C2=O)cc1,-12,0,-0.6,-3,11,-2.0,-3,-2.7,1.0,1,5
CS(=O)(=O)N(CC(=O)NCC1CCCO1)c1cccc([N+](=O)[O-])c1 (stereo unspecified),-6,9,4.5,-23,12,-2.2,20,0.0,2.9,6,-6
COc1ccc(CCNC(=O)C2CCCN(c3nc(C)cc(C)n3)C2)cc1 (stereo unspecified),-9,-17,1.9,6,13,-2.3,9,2.2,3.0,1,-3
Cc1ccc2c(c1)P(=O)(O)c1cc(C)ccc1O2,-3,/,/,-8,21,-4.9,13,/,1.6,-4,5
O=C(COn1nnc2ccccc21)N1CCN(Cc2ccccc2)CC1,4,-20,-0.5,23,0,0.0,-21,1.3,0.5,0,-1
Cn1c(-c2cc3ccccc3oc2=O)nc2ccccc21,6,-9,-0.8,-13,11,-2.1,4,1.3,2.9,-10,-6
